# High-throughput results: PubChem, National Center for Advancing Translational Sciences (NCATS)
# WRN inhibitor = inhibitors of human WRN helicase. Q14191. Potency, µM (titrated, usually from 114 µM), inactives show at the highest dose activity change, negative = inhibition, most hits filed as inhibitors. WRN helicase unwinding, fluorescent forked duplex, kinetic. AID 651768. actives 0.46% (n = 360,000); further: potency means the concentration at half of the fitted maximal effect; on the % scale 0 is the no-effect control and ±100 the full control effect; nearly all actives have a fitted effect of over 55% in size
#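 WRN at 20 nM final preincubated with compound 15 min at room temperature; reaction started with 100 nM fluorophore/quencher forked duplex oligonucleotide and 2 mM ATP final. Unwinding followed kinetically by red fluorescence (ex 525, em 598 nm).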
# PI5P4Ka inh = PI5P4K alpha (human) kinase inhibition. actives 1.2% (n = 330,000). PI5P4Kalpha enzyme, ADP-Glo luminescence, 60 min; active compounds read low. AID 652105. max response, %. P48426; active means max response of -50% or lower; inconclusive means between -30% and -50%; inactive means -30% or higher; further: value at the top dose of about 77 µM; on the % scale 0 is the no-effect control and ±100 the full control effect
#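 PI5P4Kalpha ADP-Glo assay; 5 microM ATP final; 60 min RT reaction; HEPES pH 7.4/EGTA/CHAPS, 5% DMSO; controls lacking substrate or enzyme; luminescent end-point.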
# GLP1R ag = activates the human GLP-1 receptor | P43220 | HEK293 GLP-1R CRE-luciferase, luminescence, 4-6 h; cells express a hypersensitive GLP-1R form | Potency, µM (doses to about 45.6 µM), for the others: at the top dose activation, usual class: activators | actives 0.007% (n = 380,000); further: potency means the concentration at half of the fitted maximal effect; % of control where 0% means no effect
# Target sequence (P43220 whole entry, looked up): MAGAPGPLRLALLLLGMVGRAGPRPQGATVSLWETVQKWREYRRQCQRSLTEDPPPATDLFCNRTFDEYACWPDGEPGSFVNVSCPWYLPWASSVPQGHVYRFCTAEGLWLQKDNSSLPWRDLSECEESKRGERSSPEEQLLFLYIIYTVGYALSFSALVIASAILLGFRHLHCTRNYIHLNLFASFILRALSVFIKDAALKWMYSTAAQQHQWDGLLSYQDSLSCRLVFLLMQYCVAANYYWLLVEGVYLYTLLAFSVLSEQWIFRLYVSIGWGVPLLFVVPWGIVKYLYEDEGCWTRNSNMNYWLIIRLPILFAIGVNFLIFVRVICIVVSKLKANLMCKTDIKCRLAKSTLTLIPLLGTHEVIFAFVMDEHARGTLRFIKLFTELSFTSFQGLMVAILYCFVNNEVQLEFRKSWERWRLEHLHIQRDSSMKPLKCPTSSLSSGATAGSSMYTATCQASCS
# D3 antag = blocks the human D3 dopamine receptor. P35462. D3R cells, DiscoveRx beta-arrestin luminescence, antagonist mode; active compounds read low. max response, negative = inhibition, %. actives 2.5% (n = 360,000). AID 652054; in the data active means max response below about -50%; inconclusive means no clear call, values can overlap the other calls; further: on the % scale 0 is the no-effect control and ±100 the full control effect; mostly tested at two doses, the higher about 12 µM
# Target sequence (P35462 whole entry, looked up): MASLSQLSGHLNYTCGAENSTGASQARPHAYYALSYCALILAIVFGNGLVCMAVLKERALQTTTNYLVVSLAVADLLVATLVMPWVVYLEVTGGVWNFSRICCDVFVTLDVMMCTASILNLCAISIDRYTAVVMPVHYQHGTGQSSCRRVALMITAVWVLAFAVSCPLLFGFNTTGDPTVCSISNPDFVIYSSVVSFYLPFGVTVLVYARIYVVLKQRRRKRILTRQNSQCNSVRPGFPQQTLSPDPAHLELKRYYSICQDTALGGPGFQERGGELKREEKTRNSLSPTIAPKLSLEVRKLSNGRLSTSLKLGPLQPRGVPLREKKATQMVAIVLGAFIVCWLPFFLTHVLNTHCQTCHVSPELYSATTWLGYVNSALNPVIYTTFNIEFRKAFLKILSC
#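 Cells expressing the human receptor were seeded at 1500 cells/well, incubated overnight at 37 degrees C in 5% CO2, then exposed to library compounds with dopamine controls for 90 minutes at 37 degrees C before luminescent detection.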
# PLK1 PBD block = blocks phosphopeptide binding to human PLK1 polo-box domain; P53350; Plk1 PBD binding of FITC phosphopeptide, fluorescence polarization; Potency, µM, without a hit: max response, negative = inhibition, actives largely listed as inhibitors; actives 2.8% (n = 360,000); AID 720504; further: potency means the concentration at half of the fitted maximal effect; series mostly up to about 57 µM; on the % scale 0 is the no-effect control and ±100 the full control effect; nearly all actives have a fitted effect of over 65% in size
# IL2 activator = activators of IL-2 | IL-2 activation reporter assay, cell-based qHTS; stimulated with anti-CD3/CD4/CD28 beads; in transgenic mouse T cells | activation, % (series mostly up to about 46 µM) | actives 0.065% (n = 360,000); in the data active means activation above about 50%; inconclusive means mostly about 30% to 49%; further: 0% is about no effect
#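 First, unstimulated transgenic mouse T cells were exposed to compound for 60 min. Next, anti-CD3/anti-CD4-coated beads with anti-CD28 were added. Finally, after 18 h at 37 degrees C, EGFP and DsRed were imaged.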
# GLP-1R inv ag = GLP-1 receptor (human) inverse agonism | Potency, µM (highest dose often 38.3 µM), for inactives: at the highest dose activity change, negative = inhibition, hits mostly inhibitors | HEK293 GLP-1R CRE-luciferase, luminescence, 24 h; GLP-1R form is constitutively active | P43220 | actives 1.6% (n = 410,000); further: potency means the concentration at half of the fitted maximal effect; on the % scale 0 is the no-effect control and ±100 the full control effect; nearly all actives have a fitted effect of over 55% in size
#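 Luminescence readout: a drop in cAMP-driven luciferase signal flags inverse agonism at a constitutively active GLP-1R stably expressed in HEK293. Compound exposure lasted 24 hr at 37 deg C, 5% CO2.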
# HEK293 tox = cytotoxic in the GLP-1 receptor inverse agonist counter-screen. actives 0.13% (n = 410,000). HEK293 cAMP-luciferase reporter cells, luminescence, 24 h. Potency, µM (series often up to 38.3 µM), without a hit: at the highest dose activity change, negative = inhibition, most hits filed as inhibitors;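 further: loss of luciferase light is scored as toxicity; potency means the concentration at half of the fitted maximal effect; on the % scale 0 is the no-effect control and ±100 the full control effect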
#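 To flag toxic compounds, the library was rerun on cells for 24 hr at 37 deg C and 5% CO2. Viability-linked luminescence was captured 12 min after adding luciferase detection reagent.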
# D3 ag = agonists of human D3 dopamine receptor. P35462. D3R DiscoveRx beta-arrestin cells, luminescence, 90 min. max activation, %. actives 0.58% (n = 410,000); in the data active means max activation above about 30%; further: 0% is about no effect; mostly tested at two doses, the higher about 12 µM
#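 Agonist mode: compounds and dopamine controls were applied to plated cells for 90 min at 37 degrees C after an overnight attachment at 1500 cells/well. Luminescent read-out followed 30 - 60 minutes at room temperature with DiscoveRx detection reagent.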
# * marks the source's active call; other numbers are inactive results; ? = inconclusive; / = not tested or not shown; & = joins results of further samples; [ ] = remark or other dose. Unless noted, the call rests on the fitted dose curve; in most records, active means well fitted curve in the direction sought with a large enough effect; inconclusive means small, poorly fitted or top-dose-only effect, or another doubt; inactive means no such curve, though single readings can be large; an effect the other way counts as inactive or inconclusive. A portion of the library. The share of hits here may be higher or lower than overall.
SMILES,WRN inhibitor,PI5P4Ka inh,GLP1R ag,D3 antag,PLK1 PBD block,IL2 activator,GLP-1R inv ag,HEK293 tox,D3 ag
COC(=O)C1=C(C)N(Cc2ccccc2)C(=NCc2ccccc2)N[C@H]1c1cccc(F)c1,8%,11,-7%,-27,-3%,-0.6,?,?,5
O=C1NC(=O)C(C2CCOC2=O)N1 (centres undefined),-6%,-8,-3%,-22,5%,-2.8,1%,2%,-12
O=C(Cn1ncc2c3ccccc3n(Cc3cccc(Cl)c3)c2c1=O)N1CCC2(CC1)OCCO2,-9%,-24,-7%,2,47%[activator],0.3,?,-17%,3
COc1cc(OC)c(OC)cc1CN1CCN(C(=O)Cc2ccccc2)CC1,4%,-3,-1%,0,1%,0.1,-12%,0%,-7
CCCCn1c(=O)c(C(=O)NCc2ccc(Cl)cc2)c(O)c2ccccc21,1%,1,0%,14,-2%,0.4,18%,-7%,9
COc1cccc(CNCCc2c[nH]c3ccccc23)c1,-5%,2,15%,-54*,4%,0.1,?,-3%,-21
CN1CCC2(CC1)CC(NC=O)c1ccccc1O2 (centres undefined),0%,-3,2%,13,0%,-0.8,-18%,-13%,1
O=C(/C=C/c1ccc2c(c1)OCO2)c1c(O)n(CCc2ccccc2)c(=O)[nH]c1=O,5%[11.6 µM],-20,6%,-2,?,1.2,?,0%,1
C[C@](N)(CCP(=O)(O)O)C(=O)O,3%,8,2%,-11,-9%,1.5,6%,-1%,-16
Cc1cc([N+](=O)[O-])ccc1N,?,2,-3%,1,-16%,-0.6,4%,-7%,1
Fc1ccc(CNC2CN3CCC2CC3)cc1 (centres undefined),0%,1,-1%,-18,-3%,-1.8,-21%,-4%,0
COc1ccc(CN2C(=O)NC(=O)/C(=C\c3ccco3)C2=O)cc1,22µM*,-77*,-1%,7,1.2µM*,-0.6,12%,3%,9
CN=C(SCc1cc2c(cc1Cl)OCO2)c1c(O)n(C)c(=O)n(C)c1=O,-11%,2,-1%,26,-8%,-2.7,?,-8%,1
CC(=O)c1ccc(-c2ccc(Cn3c(C)nc4cc(N)c(C)nc43)cc2)cc1,2%,-5,18%,5,-9%,-2.8,53%[activator],5%,-2
CCc1cc(-c2nnn(CCC3COCCO3)c2CC)cc(CC)c1-c1cn(Cc2ccc3ccccc3c2)nn1 (centres undefined),-5%,26,10%,2,-12%,-2.9,?,4%,8
C[C@]12CCC3C(C[C@@H](O)[C@H]4C[C@@H](O)CC[C@]34C)C1CC[C@@H]2O (some centres undefined),5%,0,6%,-1,-16%,0.1,20%,-6%,5
CCCCCn1c(=N)n(CC(O)COc2ccccc2OC)c2ccccc21 (centres undefined),-11%&-2%,1&-7,-2%&-1%,?,-9%&-10%,-4.0&-4.5,?,?,-6&-5
COc1ccc(-n2nnnc2C(c2cccc3ccccc23)N2CCC3(CC2)C(=O)NCN3c2ccccc2)cc1 (centres undefined),-9%,6,11%,42,-2%,-0.2,-16%,-25%,1
COc1cc(N2CCOCC2)ccc1/C=C1\C(=O)NC(=O)N(C2CCCCC2)C1=O,79µM*,-24,2%,9,?,-0.5,1%,-1%,1
COC(=O)C1=C(c2cc3ccccc3o2)C[C@@H]2CC[C@H]1N2C(=O)NCCO,2%,-2,7%,0,1%,0.1,12%,1%,3
COC(=O)C1=C(c2ccccc2OCc2ccccc2)C[C@@H]2CC[C@H]1N2C(=O)NCc1ccc(N(C)C)cc1,4%,11,-2%,7,-1%,-2.6,?,4%,0
CCCN1CC[C@@H]2c3cc(O)ccc3CC[C@@H]21,7%,6,-1%,10,1%,-0.3,25%,-4%,51*
CN1CCN(CCC(=O)OC2CC3CCC(C2)N3C)CC1 (centres undefined),-2%,-4,-2%,57,-8%,0.3,-2%,-6%,1
Cc1cc(C)n(CCOC(=O)C2C(C=C(Cl)Cl)C2(C)C)n1 (centres undefined),-11%,9,4%,-23,-11%,0.6,?,3%,-13
c1ccc(Nc2ccc3ccccc3c2)cc1,-1%,-1,17%,-17,-9%,-0.8,-20%,-1%,3
CC(=O)c1ccc(NC2=NCCCS2)cc1,1%,5,12%,11,-9%,-1.8,8%,0%,15
COc1ccc(CN2CC=C(c3ccc(F)cc3)CC2)cc1Br,-3%,3,0%,-68*,0%,-1.9,?,-16%,-24
CC12CN3CCN(C1)CC(C)(C3)C2=NO,-7%,/,2%,16,-4%,0.9,16%,-26%,-2
CSc1ccc(C(=O)C2CCCN(Cc3cccnc3)C2)cc1 (centres undefined),5%,-1,24%,0,-20%,-3.9,?,-3%,-6
COc1cccc(C(c2nnnn2C2CCCCC2)N2CCC3(CC2)C(=O)NCN3c2ccccc2)c1OC (centres undefined),-7%,4,14%,0,1%,-0.1,?,-32%,8
Cc1cc(C(=O)O)c(C)n1C1CC1,-4%,-3,6%,10,10%,0.8,4%,-11%,11
COc1ccc2c(c1)CC1(CN2C)C(=O)NC(=O)N(CCc2ccccc2)C1=O (centres undefined),-5%,/,-5%,41,-21%,-0.7,41%[activator],-10%,4
CCOP(=O)(/C=C(\Cl)c1ccccc1)C(O)c1ccc(F)cc1 (centres undefined),13%,-6,1%,-7,21µM*,0.0,-13%,1%,-2
Cc1oc(-c2ccccc2F)nc1CS(=O)CC(=O)N1CCC2(CC1)OCCO2 (centres undefined),1%,-2,0%,-21,-11%,0.5,0%,-22%,0
COCCOC(=O)C1=C(N)Oc2c(c(=O)oc3ccccc23)[C@@]12C(=O)Nc1ccccc12,2%,-7,-7%,0,0%,-2.1,-14%,-9%,-1
CCOC(=O)C1=CC(=C2C(=O)N(CC)C(=S)N(CC)C2=O)c2ccccc2O1,-19%,-22,7%,10,?,-0.1,?,53%[activator],19
COc1ccc(S(=O)(=O)NC(CC(=O)N2CCC3(CC2)OCCO3)c2ccco2)cc1 (centres undefined),5%,-3,-11%,1,0%,0.9,-1%,6%,4
N#Cc1c(/N=C/c2cc(Br)cs2)sc2c1CCC2,-12%,-17,-1%,-20,?,2.0,68%[activator],-6%,-5
Cn1c(O)c(C(=O)c2ccccc2Cl)c(=O)n(C)c1=O,-12%,-30,-3%,-19,-6%,-0.3,-8%,-4%,-3
COC(=O)c1ccccc1N=Cc1c(O)[nH]c(=S)[nH]c1=O,-8%[57.1 µM],-17,3%,-3,?,0.5,12%,2%,7
COC(=O)C1=C(c2ccc(C(C)=O)cc2)C[C@@H]2CC[C@H]1N2C(=O)NCCOc1ccccc1Cl,0%,0,7%,?,3%,-1.2,-5%,-16%,4
CCOC(=O)C1C(OC(=O)c2ccccc2)CC2CCC1N2C (centres undefined),4%,11,-5%,-21,-16%,0.1,10%,3%,-4
Cc1cc(=O)oc2c(C)c(OC3CCCCC3=O)ccc12 (centres undefined),-1%,5,17%,4,0%,-0.2,44%[activator],6%,10
CCC(=NCc1ccco1)c1c(O)[nH]c(=O)[nH]c1=O,-1%,10,31%,7,-5%,-0.7,96%[activator],0%,2
Cc1c(N=Cc2c(O)n(Cc3ccccc3)c(=O)[nH]c2=O)c(=O)n(-c2ccccc2)n1C,-19%[57.1 µM],-5,4%,-24,-2%,-6.4,5%,3%,-5
CCOC(=O)C(O)(c1ccc(N(CC)C(=O)OC)cc1)C(F)(F)F (centres undefined),0%,/,2%,12,0%,-1.6,-9%,-14%,-12
CC(C)CN1Cc2cc(N3CCCCC3)ccc2-n2nncc2C1,12%,0,4%,-14,-1%,-0.2,5%,3%,4
O=c1[nH]c2ccccc2n1C1CCN(C(CCc2ccccc2)c2nnnn2-c2ccc3c(c2)OCCO3)CC1 (centres undefined),-1%,5,-5%,98,0%,-0.5,?,?,36*
CCOP(=S)(OCC)Oc1nc(Cl)c(Cl)cc1Cl,4%,-16,-4%,18,30µM*,-0.5,-4%,3%,-6
CCCC1(CCO)C(=O)NC(=S)NC1=O,7%,8,-4%,13,0%,0.6,8%,-1%,1

# The results go on.
SMILES,WRN inhibitor,PI5P4Ka inh,GLP1R ag,D3 antag,PLK1 PBD block,IL2 activator,GLP-1R inv ag,HEK293 tox,D3 ag
C[C@H]1CCC[C@@H](O)CCC/C=C/c2cc(O)cc(O)c2C(=O)O1,1%,/,1%,-24,3%,1.7,-1%,-11%,4
O=C(O)c1ccc(/C=C/c2nc3ccccc3c(=O)n2-c2ccc(Br)cc2)cc1,5%,-3,8%,20,-11%,0.3,?,-12%,4
CC1=NCCc2c1[nH]c1ccccc21,-5%,-18,-2%,?,-10%,2.2,0%,1%,-41
CC(C)c1cccc(O)c(=O)c1,9%,9,1%,?,2%,1.5,?,-11%,-12
C[C@H](CO)N1C[C@H](C)[C@H](CN(C)C(=O)Oc2ccccc2)OCc2cnnn2CCCC1=O,-3%,-4,6%,15,-8%,-0.9,12%,1%,4
COC(=O)C1=C(c2ccc(-c3ccccc3)c(F)c2)C[C@@H]2CC[C@H]1N2C(=O)NCCOc1ccccc1,-24%,3,-4%,0,-19%,-4.4,0%,4%,-4
Cc1c(-c2cccc(Cl)c2)nc2ccccc2c1C(=O)N1CCC2(CC1)OCCO2,-11%,0,-4%,6,-8%,-0.4,?,15%,0
NC(=O)CSP(=O)(c1ccccc1)c1ccccc1,6%,/,-16%,10,?,-1.5,0%,4%,-4
Cc1cccc(OP(=O)(Nc2ccc(F)cc2)Oc2cccc(C)c2)c1,-9%,14,5%,0,-7%,-0.8,?,0%,5
CCCCCCN1CCN(c2ccc(Cl)cc2)CC1,4%,-6,0%,?,-5%,0.7,-34%,-1%,-4
Cn1cc(/C=C2\SC(=O)NC2=S)c2ccccc21,-13%,?,-1%,0,-28%,-0.3,?,?,0
CN(C)C(=O)Oc1ccc(C(=O)c2ccccc2)cc1,40%[activator],/,7%,12,-1%,-4.1,-15%,15%,-1
CCc1ccc(N2CC(O)(c3cccs3)[N+]3=C2SCCC3)cc1 (centres undefined),-6%,-5,0%,-13,-22%,-2.8,?,?,-8
